Cneo AK release – Cryptococcus neoformans lysis via adenylate kinase release | C. neoformans lysis, adenylate kinase release luminescence, 4 h; normalised: neutral wells 0, clomiphene wells 100 | lysis activity, % at 15 µM | 360,000 tested, 0.2% active | AID 651654;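 active = mean lysis activity across replicates of at least 80%, whatever share of replicates individually reach that level; inactive = mean lysis activity below 80%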
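Schedule: static 4 h at 37 °C with compound, 1 h detection; system: C. neoformans cells; benchmarks: Clomiphene as positive control; buffer or medium: fresh YPD medium; measure: luminescence rise reflecting yeast cell lysis; measured by: luminescent adenylate kinase detection reagent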
PGC1a acetyl inh – modulators of PGC1a acetylation; 350,000 tested, 0.17% active; U2OS PGC1a acetylation, AlphaScreen anti-acetyl-lysine; with virally co-expressed GCN5 acetyltransferase; AID 651687; inhibition, % at 15.6 µM;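 active = every replicate shows inhibition of at least 40%; inconclusive = mean inhibition at least 40% but some replicate below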;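 also: 0% = neutral control wells and 100% = positive control wells; some results beyond the cut were filed as inactive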
SIRT5 block – blocks human SIRT5 desuccinylation of peptide. Q9NXA8. Purified SirT5, succinyl-peptide AMC, trypsin-coupled fluorescence. inhibition, % at 15 µM. 330,000 tested, 1.1% active; in the data active = inhibition above about 15%; inconclusive = no clear call, values can overlap the other calls
Target sequence (Q9NXA8 whole entry, looked up): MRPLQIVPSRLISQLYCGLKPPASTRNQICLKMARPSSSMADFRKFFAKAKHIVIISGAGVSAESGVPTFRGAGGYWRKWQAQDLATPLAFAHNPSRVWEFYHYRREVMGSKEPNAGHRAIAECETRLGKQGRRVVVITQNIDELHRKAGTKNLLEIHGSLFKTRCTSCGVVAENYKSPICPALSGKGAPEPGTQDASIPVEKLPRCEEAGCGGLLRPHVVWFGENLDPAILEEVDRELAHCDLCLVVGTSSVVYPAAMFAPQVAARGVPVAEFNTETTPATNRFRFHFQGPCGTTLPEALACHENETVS
S100A4 MyoIIA – S100A4-myosin IIA interaction inhibition | P26447 | S100A4/TAMRA-MyoIIA peptide fluorescence polarization | inhibition, % at 10.7 µM | 360,000 tested, 0.14% active;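 active = mean inhibition of at least 70% across replicates, with every replicate also reaching that level; inconclusive = mean inhibition reaches 70% but some replicates fall short; inactive = mean inhibition below 70%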
Target sequence (P26447 whole entry, looked up): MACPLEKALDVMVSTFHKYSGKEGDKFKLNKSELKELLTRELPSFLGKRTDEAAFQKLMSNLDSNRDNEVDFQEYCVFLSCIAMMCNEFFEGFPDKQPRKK
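incubation = readout 5 min after mixing, signal stable up to 60 min | system = S100A4 monomer protein | buffer or medium = HEPES pH 7.2 with CaCl2, KCl, NaCl, DTT, Triton | benchmarks = neutral control DMSO, positive control TFP | also added = fluorescent myosin IIA peptide, 5 nM | compound dosing = one concentration per compound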
XiGFP reactiv – activators of X-chromosome reactivation in mouse fibroblasts; XiGFP mouse fibroblasts, % GFP-positive cells imaging, 3 d; cells co-treated with 5-aza-dC sensitizer; scaled so ellipticine positive control = 100%; activation, % at 7.58 µM; 360,000 tested, 0.055% active;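 active = mean normalized replicate activation at least 10% and every replicate at or above 10%; inconclusive = only one of the two criteria met; inactive = mean below 10% and not all replicates reach 10%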;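 also: 0% = median of on-plate neutral control wells and 100% = ellipticine 6 µM median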
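Schedule: 3 d treatment, 15 min room-temperature fixation; system: 68-5-11 XiGFP fibroblast line; buffer or medium: DMEM plus 5-aza-dC sensitizer; control set: ellipticine 6 µM positive control; compound: one concentration, pinned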
LGR2 inh – Drosophila LGR2 receptor signaling inhibition; inhibition, % at 9.99 µM; HEK293 LGR2, CRE-luciferase, bursicon-stimulated, 4 h; 380,000 tested, 0.35% active; AID 720647;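 active = drop in luminescence signal, shown as inhibition above about 50% in the replicate tests, limit read from the data, passing the limit was not always enough; inconclusive = probably only some replicates passing the limit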;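 also: agonist challenge used bursicon conditioned medium at about half maximal strength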
ERAP1 inh – inhibitors of human ERAP1 aminopeptidase. recombinant ERAP1, Leu-AMC fluorescence, 60 min. inhibition, % at 10.7 µM. 340,000 tested, 0.15% active. AID 652197;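 active = mean replicate inhibition of at least 30%, or all replicates individually reaching that 30% level; inactive = mean below 30% and not every replicate reaching it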;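 also: 0% = neutral control wells and 100% = L-leucinethiol positive control wells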
C2C12 statin – protects C2C12 myotubes from simvastatin toxicity | rescue of ATP level, % at 7.49 µM | ATP luminescence, 48 h; scaled: DMSO 0, geranylgeraniol control 100 | 330,000 tested, 0.78% active;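 active = mean ATP rescue above about 67%, or every replicate alone reaching that limit, limit read from the data, passing the limit was not always enough; inconclusive = no clear call, values can overlap the other calls; inactive = mean under the limit and some replicate under it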;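 also: myotubes were challenged with 10 µM simvastatin during compound exposure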
Starred values were filed as active, the others as inactive; ? = inconclusive; / = no result given. This is a subset; count on the stated rates, not on these rows.

SMILES | Cneo AK release | PGC1a acetyl inh | SIRT5 block | S100A4 MyoIIA | XiGFP reactiv | LGR2 inh | ERAP1 inh | C2C12 statin
CCOC(=O)C1(Cc2cccc(OC)c2)CCN(CCO)CC1 | -1.6 | -4.7 | -7.2 | -7.6 | 0.0 | 7.0 | -2.2 | 6.9
CCOC(=O)c1c2n(c3ccc(O)cc13)CCC2 | -3.0 | -0.2 | / | / | / | -3.1 | / | -4.2
O=C(NCCc1nccs1)C1CCC(=O)N(Cc2cccc(C(F)(F)F)c2)C1 (configuration not stated) | -1.5 | / | -3.3 | -4.7 | 0.1 | 30.4 | 0.0 | 1.4
Cc1ccc(S(=O)(=O)CCC(=O)OCC(=O)c2cc(C)ccc2C)cc1 | / | / | -3.6 | -0.7 | 0.2 | -1.6 | 1.8 | /
CC(=O)c1ccc(NC(=S)N2CCN(C(=S)Nc3ccc(C(C)=O)cc3)C(C)C2)cc1 (configuration not stated) | / | 0.8 | 4.0 | -9.4 | -0.1 | 6.0 | -3.5 | /
O=C(C1CCC1)N1CCc2cc(S(=O)(=O)Nc3ccc4c(c3)OCCO4)ccc21 | -1.2 | 3.6 | -6.6 | -2.7 | / | 0.8 | 7.9 | /
O=S1(=O)NC(=NCCOCCO)c2ccccc21 | 2.1 | 6.9 | 0.5 | 2.3 | -0.7 | -3.0 | 3.2 | -3.2
COc1ccccc1CNC(=O)CSc1nc(=O)n(Cc2ccncc2)c2c1CCC2 | 0.9 | / | -4.7 | 20.1 | 0.2 | -7.2 | 2.8 | -2.9
CC(C)COC(=O)c1ccccc1OC(=O)c1ccncc1 | / | / | 0.2 | 1.9 | 0.0 | -5.0 | 1.4 | /
Cc1noc(C)c1NC(=O)N(C)C[C@H]1Oc2ccc(NS(C)(=O)=O)cc2C(=O)N([C@H](C)CO)C[C@@H]1C | -1.2 | 0.6 | -1.3 | 4.6 | 0.3 | / | -1.4 | 8.7
CC1(C(=O)O)CCCN1C(=O)c1ccc(Cl)cc1Cl (configuration not stated) | -0.9 | -12.8 | -3.3 | 2.6 | 0.3 | 4.0 | 4.7 | -13.3
CC(C)(C)S(=O)(=O)/C(C#N)=C/Nc1ccccn1 | -0.8 | 6.3 | / | 3.1 | 0.2 | -8.8 | / | /
Cc1ccc(NC(=O)CSc2ccc(-c3cccnc3)nn2)cc1 | 3.8 | / | -1.7 | -2.7 | 0.0 | 7.3 | -8.6 | -3.6
CCCC#Cc1cnc2c(c1)C(=O)N([C@H](C)CO)C[C@H](C)[C@@H](CN(C)C(=O)C1CCC1)O2 | -1.2 | 2.8 | -3.1 | -5.1 | 0.1 | 7.8 | 1.0 | 19.8
COc1cccc(C(=O)C2CCCN(C(=O)c3ccccc3Cl)C2)c1 (configuration not stated) | -3.5 | -1.6 | -1.1 | -17.0 | -0.1 | -4.2 | -2.7 | 4.4
Cc1ccc2c(c1)N(CCCC(=O)Nc1cccc(C(F)(F)F)c1)C(=O)CO2 | 5.1 | -19.7 | -3.6 | -13.6 | 0.2 | -1.7 | 2.4 | -2.5
CCC(=O)Nc1ccc2c(c1)C(=O)N(C)[C@@H]1CC[C@@H](CC(=O)N[C@@H](C)c3ccccc3)O[C@H]1CO2 | 0.4 | -7.1 | 2.6 | 9.1 | 0.3 | 8.2 | 0.5 | -7.8
COc1ccc(NC(=O)CN(C)C(=O)C(NC(=O)c2ccco2)C(C)C)cc1 (configuration not stated) | -1.8 | 5.7 | -0.4 | -3.0 | 0.0 | 0.5 | -2.3 | -9.5
Cc1noc(C)c1NC(=O)N(C)C[C@H]1Oc2ccc(NC(=O)Nc3ccc(F)cc3)cc2CC(=O)N([C@H](C)CO)C[C@@H]1C | -0.4 | 6.5 | 1.6 | 12.0 | -0.1 | 2.0 | -2.3 | -7.1
CN1CCCCN2[C@@H](CO)[C@H](c3ccc(C#CC4(O)CCCC4)cc3)[C@@H]2C1 | -3.0 | 16.0 | -2.0 | -9.6 | 0.4 | 8.6 | 0.2 | 7.3
CC(C)c1ccccc1NC(=O)Nc1ccc2c(c1)OCO2 | 5.6 | / | -5.3 | -0.3 | 0.0 | -11.8 | 5.1 | 3.9
CO/N=C/CC(=O)c1ccc(-c2ccccc2)cc1 | / | / | 28.7* | -9.7 | 0.0 | -2.4 | -8.3 | /
CCCN(C)C[C@@H]1Oc2cc(-c3ccc(C)cc3)ccc2S(=O)(=O)N([C@@H](C)CO)C[C@@H]1C | -1.0 | -40.8 | 1.3 | -14.7 | -0.1 | -4.6 | -2.0 | 10.5
N#C[C@@H]1[C@H](c2ccc(C#CC3CCCCC3)cc2)[C@H](CO)N1S(=O)(=O)c1ccccc1 | 0.9 | 6.1 | 3.7 | -6.9 | 0.1 | -6.5 | -0.1 | -41.8
C/C(=N/NC(=O)c1ccco1)c1ccc(Br)s1 | -1.6 | / | 4.2 | -25.5 | 0.3 | -36.2 | 3.7 | -8.0

Already shown: entries from further up.
SMILES | Cneo AK release | PGC1a acetyl inh | SIRT5 block | S100A4 MyoIIA | XiGFP reactiv | LGR2 inh | ERAP1 inh | C2C12 statin
CCOC(=O)C1(Cc2cccc(OC)c2)CCN(CCO)CC1 | -1.6 | -4.7 | -7.2 | -7.6 | 0.0 | 7.0 | -2.2 | 6.9
CCOC(=O)c1c2n(c3ccc(O)cc13)CCC2 | -3.0 | -0.2 | / | / | / | -3.1 | / | -4.2
O=C(NCCc1nccs1)C1CCC(=O)N(Cc2cccc(C(F)(F)F)c2)C1 (configuration not stated) | -1.5 | / | -3.3 | -4.7 | 0.1 | 30.4 | 0.0 | 1.4
Cc1ccc(S(=O)(=O)CCC(=O)OCC(=O)c2cc(C)ccc2C)cc1 | / | / | -3.6 | -0.7 | 0.2 | -1.6 | 1.8 | /

Additional records
SMILES | Cneo AK release | PGC1a acetyl inh | SIRT5 block | S100A4 MyoIIA | XiGFP reactiv | LGR2 inh | ERAP1 inh | C2C12 statin
CCN(CC)CCCNC(=S)N(CCO)Cc1cc2cc3c(cc2[nH]c1=O)OCCO3 | -0.6 | -3.7 | 1.8 | -9.4 | 0.0 | -0.9 | 0.6 | 2.6
CC(C)CCOc1ccc(C(=O)NN2C(=O)NC3(CCCCC3)C2=O)cc1 | -0.5 | / | -8.4 | -2.3 | 0.4 | 18.8 | -3.7 | -22.9
C[C@H]1CCCCO[C@@H](CN(C)C(=O)c2ccccc2)[C@@H](C)CN([C@@H](C)CO)C(=O)c2cc(NC(=O)c3ccccc3)ccc2O1 | 0.4 | -7.7 | 1.2 | 14.5 | 0.2 | 4.5 | 3.5 | /
CN1CCCN(C(=O)c2cc(-c3cccc4ccccc34)nc3ccccc23)CC1 | 2.7 | -6.4 | 0.4 | -1.6 | 0.0 | 14.0 | / | -5.3
Cc1noc(C)c1S(=O)(=O)N(C)C[C@H]1OCCCC[C@@H](C)Oc2ccc(NS(C)(=O)=O)cc2C(=O)N([C@@H](C)CO)C[C@@H]1C | 2.6 | -5.1 | 1.5 | 0.1 | -0.1 | 2.2 | 0.5 | /
NC(=O)C1CCN(S(=O)(=O)Cc2ccccc2Cl)CC1 | -0.1 | 13.6 | 14.2 | 1.5 | -0.1 | 24.2 | -2.9 | 12.3
N#Cc1ccc(C(=O)OCC(=O)N2CCOCC2)cc1 | / | / | -2.8 | 0.0 | 0.4 | 13.3 | 2.4 | -1.5
Cc1ccc(N2CC(C(=O)Nc3cc(C(F)(F)F)ccc3N3CCCC3)CC2=O)cc1 (configuration not stated) | / | / | -4.3 | -0.9 | 0.2 | 14.8 | 3.3 | /
CCCCOc1nc2ccccc2nc1NS(=O)(=O)c1ccc(F)cc1 | 0.6 | -10.1 | -0.4 | -6.9 | ? | 3.6 | -2.0 | -4.1
Cc1ccc(NC(=O)CCCOc2ccccc2)cc1S(=O)(=O)N1CCOCC1 | -0.4 | -3.2 | -0.8 | -9.4 | 0.1 | 4.8 | -3.6 | 8.0
C#CCOCCOCCOCCNc1nc(N2CCN(C(=O)[C@H](C(C)C)n3cc(CCO)nn3)CC2)nc(N2CCN(C(=O)[C@H](Cc3ccc(O)cc3)n3cc(CCO)nn3)CC2)n1 | -0.7 | 11.8 | / | 2.8 | 0.0 | -12.2 | 1.5 | /
CN1CCN(C(=O)c2cc(Br)cn2C)CC1 | 1.2 | 23.4 | -1.8 | -18.6 | 0.2 | -9.5 | -0.6 | -12.3
CCN(C[C@H]1[C@H](c2ccc(C3=CCCC3)cc2)[C@H](CO)N1C(C)=O)C(C)=O | 0.3 | -3.5 | / | / | 0.0 | -14.6 | / | -4.3
O=C(Nc1ccc(Br)cc1)c1cccc(N2C(=O)C3CCCCC3C2=O)c1 (configuration not stated) | 2.1 | 2.6 | -4.2 | -0.1 | 0.3 | -0.5 | -3.5 | 5.3
C/C(=N/Nc1ccnc2cc(Cl)ccc12)c1ccc(O)cc1 | 0.2 | 9.3 | / | 1.7 | 0.2 | -31.7 | -2.3 | -2.9
CCN1C(=O)N(CC)C2C1N(CO)C(=O)N2CO (configuration not stated) | / | / | 1.6 | -2.3 | 0.1 | -14.7 | 0.7 | /
Cn1c(=O)oc2cc(S(=O)(=O)NCc3ccc(C(=O)O)cc3)ccc21 | 6.0 | 8.6 | -2.0 | 2.0 | 0.2 | -5.6 | -0.4 | 7.4
CC1(C)Cc2nc3sc4c(=O)n(Cc5ccccc5)cnc4c3cc2CS1 | 3.8 | -3.2 | -0.8 | 0.3 | 0.0 | / | 0.1 | /
COc1ccc(CNS(=O)(=O)c2ccc(-n3cnnn3)c(OC)c2)cc1 | 1.4 | 4.9 | 9.2 | -1.2 | 0.0 | 6.7 | -1.0 | 18.0
Cc1ccc(CS(=O)Cc2ccc(C(=O)NCc3cccs3)o2)cc1 (configuration not stated) | 1.3 | -2.9 | -3.3 | 5.9 | 0.0 | -1.9 | -2.2 | 33.2
Cc1cc2c(cc1C)-n1nnnc1C(N1CCN(c3ccccc3F)CC1)C(=O)N2 (configuration not stated) | / | / | -3.2 | -6.9 | 0.2 | 10.5 | / | /
COC(=O)C[C@H]1C=C[C@@H](NC(=O)Nc2ccc(C(F)(F)F)cc2)[C@H](CO)O1 | -8.3 | 2.3 | -0.8 | -1.7 | 0.9 | 9.2 | 5.0 | -15.3
Cc1cc(NC(=O)CS(=O)c2cn(Cc3cccc(Cl)c3)c3ccccc23)no1 (configuration not stated) | -0.7 | / | 3.7 | 1.8 | -0.2 | -9.3 | 1.2 | 6.2
O=C(/C=C/c1ccc([N+](=O)[O-])cc1)OCC(=O)N1CCCC1 | -0.3 | -30.8 | -3.4 | 1.5 | -0.1 | -15.2 | 3.7 | 1.1
O=C(CSc1ncnc2sccc12)NC1CCS(=O)(=O)C1 (configuration not stated) | -1.1 | -2.7 | / | 0.1 | 0.0 | 4.8 | 0.5 | -4.1
CC(=O)NC(CCc1ccc(Cl)c(Cl)c1)c1cccc(O)c(=O)c1 (configuration not stated) | -0.8 | / | / | -2.8 | 0.0 | / | -0.2 | /
CCOC(=O)c1c(SCc2ccccc2)n[nH]c1N | -0.4 | / | 3.7 | -5.2 | 0.0 | 6.0 | 2.7 | -6.8

Screening results (PubChem BioAssay)
